Screening results as filed in PubChem BioAssay.
TPT1 inhibitor = blocks Candida albicans tRNA 2'-phosphotransferase | actives 0.81% (n = 300,000) | inhibition, % at 5 µM | recombinant caTPT1, FP RNA substrate dephosphorylation;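 active = inhibition above the mean of all tested compounds plus 3 SD, set per screening campaign, cut at about 24% in these data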;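 note: plate controls were DMSO alone for no effect and ferristatin control at 100 nM for full effect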
PP5 inh = inhibitors of human protein phosphatase 5 (PP5). purified PP5c, OMFP substrate fluorescence. inhibition, % at 6.7 µM. actives 0.18% (n = 320,000). AID 1987;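 active = inhibition above the campaign's mean inhibition across all tested compounds plus 3 SD, cut at about 9.5% in these data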;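 note: 0% = DMSO only and 100% = 100 µM cantharidin control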
CTSL1 counter = counter-screen for PFM18AAP inhibitors: inhibitors of F. hepatica cathepsin L1. recombinant F. hepatica cathepsin L1, Z-Leu-Arg-MCA fluorescence. AID 1906. inhibition, % at 5.96 µM. actives 0.49% (n = 300,000);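 active = inhibition above the mean of all tested compounds plus 3 SD, set per screening campaign, cut at about 17% in these data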;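 note: 0% = plate median of test compound wells and 100% = 1 µM Z-Phe-Ala-diazomethylketone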
PP1 counter = blocks human PP1-alpha phosphatase, a PP5 counter-screen. inhibition, % at 6.7 µM. P62136. purified PP1alpha, OMFP fluorescence. actives 0.9% (n = 320,000);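 active = inhibition above the mean inhibition of all tested compounds plus 3 SD, computed separately for each screening campaign, cut at about 15% in these data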
Target sequence (P62136 whole entry, looked up): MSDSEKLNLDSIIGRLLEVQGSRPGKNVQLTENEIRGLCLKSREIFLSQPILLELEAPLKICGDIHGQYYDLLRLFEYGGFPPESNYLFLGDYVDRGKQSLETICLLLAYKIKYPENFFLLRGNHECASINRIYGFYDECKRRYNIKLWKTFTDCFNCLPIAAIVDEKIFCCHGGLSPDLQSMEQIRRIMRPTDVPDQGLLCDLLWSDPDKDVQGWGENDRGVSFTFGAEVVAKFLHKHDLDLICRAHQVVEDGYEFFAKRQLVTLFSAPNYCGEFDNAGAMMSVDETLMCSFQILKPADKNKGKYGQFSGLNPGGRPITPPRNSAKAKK
GASC-1 inh = inhibitors of human GASC-1 (JMJD2C) demethylase. Q9H3R0. GST-JMJD2C(1-420) H3K9me3 demethylation, DELFIA europium. inhibition, % at 2.35 µM. actives 0.069% (n = 330,000);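 active = more than half of a compound's replicate wells show inhibition beyond 50%, single wells judged on their own value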;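 note: signal counts dimethyl H3K9 product captured on neutravidin plate; 0% = median of DMSO wells and 100% = 0.3 times that DMSO median; strong numbers were not always called active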
Efflux pump mplx = antifungal efflux pump inhibition, Nile Red retention; S. cerevisiae Candida pump triplex; inhibition, % at 10 µM; actives 0.44% (n = 330,000); AID 485275;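 active = plate passing quality check with inhibition over a set limit, or well fluorescence over plate mean plus 4 SD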;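 note: Nile Red retained in pooled yeast measured as flow cytometry median fluorescence; 0% = buffer negative control and 100% = Enniatin B positive control; higher means more Nile Red kept so more efflux inhibition; some compounds called inactive have numbers as strong as hits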
HCV core dimer = blocks dimerization of HCV core protein; inhibition, % at 5 µM; AID 1899; TR-FRET GST/Flag-core106 dimerization, 1536-well; actives 0.33% (n = 300,000);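 active = inhibition above the mean of all tested compounds plus 3 SD, set per screening campaign, cut at about 45% in these data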
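Material: GST/Flag-tagged HCV core106 proteins. Incubation: 4 h, 22.5 °C incubation. Read-out basis: inhibition (%) from 671 over 617 nm ratio. Measured by: TR-FRET, excitation 340 nm, emission 617 and 671 nm.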
LYPLA2 inh = counter-screen for PME1 inhibitors: inhibitors of human LYPLA2; O95372; recombinant LYPLA2, FP-Rh probe fluorescence polarization; inhibition, % at 5.9 µM; actives 0.38% (n = 320,000); AID 2177;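 active = inhibition above the screen-wide mean plus 3 SD, limit set per campaign, cut at about 26% in these data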;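 note: 0% = LYPLA2 with DMSO and 100% = wells lacking LYPLA2 enzyme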
PREPL inh = human PREPL enzyme inhibition; Q4J6C6; recombinant PREPL, fluorescence polarization activity-based probe; inhibition, % at 5.96 µM; actives 0.68% (n = 320,000); AID 2751; in the data active = inhibition above about 43%;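 note: 0% = enzyme with DMSO and 100% = wells lacking enzyme; many of its hits are not listed in these tables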
Target sequence (Q4J6C6 whole entry, looked up): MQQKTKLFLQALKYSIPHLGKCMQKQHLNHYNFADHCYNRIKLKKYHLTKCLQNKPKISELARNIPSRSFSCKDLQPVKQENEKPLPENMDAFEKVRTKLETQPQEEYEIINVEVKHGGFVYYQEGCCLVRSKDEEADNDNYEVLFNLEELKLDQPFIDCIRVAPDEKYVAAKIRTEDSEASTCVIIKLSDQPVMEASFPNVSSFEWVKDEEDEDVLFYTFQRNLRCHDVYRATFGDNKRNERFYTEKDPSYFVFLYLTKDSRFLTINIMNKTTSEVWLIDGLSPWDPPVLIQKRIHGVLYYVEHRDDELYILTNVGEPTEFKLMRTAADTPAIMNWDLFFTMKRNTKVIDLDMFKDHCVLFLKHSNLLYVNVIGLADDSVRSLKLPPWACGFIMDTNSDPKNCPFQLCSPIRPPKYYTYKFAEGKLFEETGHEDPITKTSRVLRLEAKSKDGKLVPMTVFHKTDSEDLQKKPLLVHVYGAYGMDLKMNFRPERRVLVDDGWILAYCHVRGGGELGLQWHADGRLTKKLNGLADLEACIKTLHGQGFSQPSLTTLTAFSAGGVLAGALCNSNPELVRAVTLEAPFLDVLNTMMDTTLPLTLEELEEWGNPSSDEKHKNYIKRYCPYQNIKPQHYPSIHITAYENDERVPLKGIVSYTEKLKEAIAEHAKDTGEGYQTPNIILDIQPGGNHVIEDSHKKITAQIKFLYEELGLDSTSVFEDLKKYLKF
Active calls of the source: *; i = inactive; / = not tested or not shown. The list is partial, so the mix of outcomes need not match the whole.

SMILES	TPT1 inhibitor	PP5 inh	CTSL1 counter	PP1 counter	GASC-1 inh	Efflux pump mplx	HCV core dimer	LYPLA2 inh	PREPL inh
O=C(N/N=C/c1ccco1)c1cccc(N2CCCC2=O)c1	-2	-2.6	4	-1	0	0.0	5	-8	4
CCOC(=O)c1cc(CC)sc1N	1	5.2	0	-4	-2	0.4	-7	3	8
COc1ccc(C2/C(=C(/O)c3ccc(S(=O)(=O)N4CCOCC4)cc3)C(=O)C(=O)N2CCN2CCOCC2)cc1 (stereo not given)	-1	-0.5	2	-2	-33	0.0	-5	-4	-9
COc1ccccc1NC(=O)Nc1nc(CC(=O)Nc2ccc(F)cc2)cs1	-2	3.5	2	-2	-2	-0.2	3	-7	4
C=C(C)[C@@H]1CC=C(C(=O)O)CC1	-2	-2.2	-5	-5	24	0.0	14	-3	4
O=C(CNC(=O)c1ccco1)NCCCc1ccccc1	2	1.1	3	-5	-2	0.2	-1	-1	12
O=[N+]([O-])c1cc(Cl)cc(C2=NCCN2)c1	-3	-0.1	-3	1	-7	0.1	-5	0	3
CCOC(=O)c1c(-c2ccc(C)o2)csc1NC(=S)NC(=O)c1ccc(F)cc1	1	1.9	0	0	3	0.0	7	-8	3
CCc1ccccc1NC(=S)N(CCOC)C(C)c1ccco1 (stereo not given)	1	2.6	-6	-1	0	0.1	-3	1	-5
CC(C)(C)C1CCc2c(sc(NC(=O)c3cccs3)c2C(=O)N2CCCCC2)C1 (stereo not given)	3	2.3	4	-2	1	0.3	25	0	7
CC(=O)c1cccc(NC(=O)NCc2cccnc2)c1	0	3.2	-1	-2	6	0.3	-4	7	13
O=C(NCc1nc2ccccc2[nH]1)C1=C[C@H](C2CCCCC2)C[C@H](OCc2ccc(CO)cc2)O1	-2	4.3	2	9	8	0.1	-8	-13	-18
OC(C#CCN1CCCCC1)(c1ccccc1)c1ccccc1	-2	1.2	0	1	6	-0.1	-15	1	8
COc1ccccc1NC(=S)NCc1ccc(Cl)cc1	-1	4.5	-7	-1	36	-0.1	13	2	0
Cn1c(CCC(=O)Nc2ccccc2F)nnc1SCC(=O)Nc1ccccc1Cl	0	-0.3	1	6	0	-0.1	0	1	-3
CCc1ccc(-c2csc(NC(=O)C3=COCCO3)n2)cc1	/	1.6	/	0	/	0.6	/	-10	-10
C=CCSc1nnc2c(n1)OC(c1cccnc1)Nc1ccccc1-2 (stereo not given)	-1	-0.1	-2	-2	-5	0.0	-6	-1	-2
O=C(NN1CCOCC1)c1cc(Cl)ccc1Cl	-2	3.0	0	-3	7	0.0	14	-2	-6
CC(C)(C)[C@@H]1C=C(C(=O)N2CCN(Cc3ccccc3)CC2)O[C@H](OCCCCO)C1	-2	4.8	1	-3	8	0.1	-5	1	9
CCOC(CNC(=O)CCc1c(C)nc2ncnn2c1C)OCC	-1	1.2	-3	-1	-5	0.4	-3	-3	-1
Cc1cc(OCC(=O)Nc2ccncc2)c(C)cc1Br	3	5.9	2	4	3	0.0	-2	-6	-35
CC(=O)Nc1ccc(-c2cc(-c3ccc(NC(C)=O)cc3)nc(-c3ccccc3)n2)cc1	-6	-0.4	-4	-5	-1	0.0	-2	-14	-4
COCCCNC(=O)c1cccc(S(=O)(=O)N2CC3(C)CC2CC(C)(C)C3)c1 (stereo not given)	-1	1.5	0	-5	6	-0.1	-2	-3	-6
O=C(c1cccc(F)c1)N1CCC(N2CCCCCC2)CC1	3	1.1	-2	2	-9	0.0	-8	7	7
CCCc1ccc(OCc2nc(-c3ccc(NC(=O)c4ccco4)cc3)no2)cc1	-3	1.2	-2	12	10	0.1	10	-10	-8
COc1cc(/C=N/NC(=O)c2ccc(CSc3nncn3C)cc2)cc(OC)c1O	1	2.5	2	-2	-17	0.2	-9	-3	9
O=C(O)C(C(O)c1ccc([N+](=O)[O-])cc1)[n+]1ccccc1 (stereo not given)	4	4.0	-4	4	3	-0.1	-15	-5	-2
Cn1c(SCC(=O)N2CCCC2)nc2ccccc2c1=O	-2	0.8	1	5	4	0.0	0	-7	4
O=C(NCCCN1CCOCC1)c1ccccc1N1C(=O)[C@@H]2Cc3c([nH]c4ccccc34)C(c3cccc(Cl)c3)N2C1=O (stereo not given in full)	-4	4.2	-2	14	-1	0.3	-11	-5	5
CCCCn1c(-c2ccc(F)c(F)c2)nc2cc3[nH]c(=O)c(C(C)C)nc3cc21	8	6.3	7	12	14	0.1	12	3	19
O=C(N/N=C/c1cccc(Oc2ccc([N+](=O)[O-])cc2[N+](=O)[O-])c1)c1cncc(Br)c1	-1	3.6	-4	7	4	-0.2	2	45*	18
Cc1ccc(NC(=O)CSCc2cc(=O)n3cc(C)sc3n2)c(C)c1	0	2.7	-1	-2	5	-0.1	-7	1	8
CCN(CC)Cc1c[nH]c2c(C(=O)OC)cccc12	-2	1.2	14	7	4	-0.1	2	-10	-2
COc1ccc(-c2nc(Cc3ccc(Cl)cc3)no2)cc1OC	-2	1.9	-3	1	-16	-0.1	-6	-2	8
COc1ccc(CC(=O)N2CCC(Nc3nc4ccccc4n3Cc3ccc(F)cc3)CC2)cc1	0	6.5	2	-1	-3	0.1	1	2	3
COc1cccc2c1OC1(C)CC2NC(=O)N1Cc1ccccc1 (stereo not given)	-1	0.7	0	-2	-13	-0.1	4	2	-2

The last 4 entries of the section before are carried over, then new ones follow:
SMILES	TPT1 inhibitor	PP5 inh	CTSL1 counter	PP1 counter	GASC-1 inh	Efflux pump mplx	HCV core dimer	LYPLA2 inh	PREPL inh
CCN(CC)Cc1c[nH]c2c(C(=O)OC)cccc12	-2	1.2	14	7	4	-0.1	2	-10	-2
COc1ccc(-c2nc(Cc3ccc(Cl)cc3)no2)cc1OC	-2	1.9	-3	1	-16	-0.1	-6	-2	8
COc1ccc(CC(=O)N2CCC(Nc3nc4ccccc4n3Cc3ccc(F)cc3)CC2)cc1	0	6.5	2	-1	-3	0.1	1	2	3
COc1cccc2c1OC1(C)CC2NC(=O)N1Cc1ccccc1 (stereo not given)	-1	0.7	0	-2	-13	-0.1	4	2	-2
Cc1cccc(-c2c(NC(=O)c3ccco3)oc3c(C)cccc3c2=O)c1	-2	-2.7	1	-3	-24	-0.4	10	-1	2
CN1C2CCC1CC(NS(=O)(=O)c1cccc(C(F)(F)F)c1)C2 (stereo not given)	0	0.0	-1	-1	-12	0.0	7	-2	-15
CCCCN(C)C(=S)Nc1ccc2nc3n(c(=O)c2c1)CCCCC3	-4	1.1	1	5	10	0.1	2	0	-8
COCc1cc(C)nc(SCC(=O)Nc2cc(C(F)(F)F)ccc2N2CCOCC2)c1C#N	-5	3.1	4	3	12	2.6	-17	-6	25
CC(C)OCCCNC(=O)CCC(=O)NNc1nc2ccccc2c2nc(-c3ccccc3)nn12	0	0.8	6	0	2	-0.2	0	12	-3
COc1cc(-c2nnc3n2N=C(c2ccccc2)CS3)cc(OC)c1OC	13	2.6	0	-4	1	0.2	11	1	7
CC(C)(C)c1ccc(OCc2nnc(SCC(N)=O)n2N)cc1	2	-1.2	-3	-4	-15	0.5	-5	0	6
CCOC(=O)C1CCCN(c2c(NCCc3ccc(S(N)(=O)=O)cc3)c(=O)c2=O)C1 (stereo not given)	-3	1.3	1	-3	17	0.1	0	1	2
O=C(NCCCn1ccnc1)c1cnn2c1NC(c1ccccc1)CC2C(F)(F)F (stereo not given)	0	-2.8	2	-4	i	-0.3	-1	5	10
COc1ccc2nc(NC(=O)CCN3C(=S)NC(C)(C)CC3C)sc2c1 (stereo not given)	0	2.4	-1	-1	-2	0.0	-4	2	-4
O=C(CCNC(=O)c1ccc(Cl)cc1)Nc1ccccc1Cl	-2	-0.4	-3	-2	-14	0.1	4	-4	-1
COC(=O)c1cc(-c2ccc(C)cc2)n[nH]1	-2	3.2	-2	-2	-22	0.0	6	3	-4
COC(=O)c1cn(NC(=O)Cc2ccccc2Br)c(=O)c2ccccc12	0	-1.8	0	-6	-10	-0.1	-2	3	-6
CC1CCC(NC(=O)C2CCN(S(=O)(=O)c3cccc4nonc34)CC2)CC1 (stereo not given)	1	0.1	3	-1	-6	-0.1	-1	-5	6
COc1ccccc1C1C2=C(CCCC2=O)N(CC(=O)O)C2=C1C(=O)CCC2	-13	-4.3	-6	-5	-2	0.3	-4	9	11
O=C(NCCCN1CCOCC1)c1coc2ccccc2c1=O	-4	3.8	-2	-2	5	0.1	-1	-4	2
Cc1ccc(OCc2cc(C(=O)NCC3COCCO3)no2)cc1C (stereo not given)	-2	1.4	-1	2	5	0.0	-19	1	4
CCOc1ccc(Br)cc1C1C(C(=O)OC)=C(N)Oc2cc(N(C)C)ccc21 (stereo not given)	8	3.8	2	-2	-7	-0.1	15	-8	-1
CCn1c(N2CCN(CC(=O)c3c[nH]c4ccccc34)CC2)nc2c1c(=O)[nH]c(=O)n2C	4	2.6	-1	4	11	0.1	3	11	21
Cn1c(=O)[nH]c(=O)c2c1nc1n2CCS1	0	-0.6	-1	-5	-4	0.0	-2	2	-5
COc1ccc(-c2nn(-c3ccccc3)cc2C(=O)Nc2ccc(C(=O)O)cc2)cc1OC	1	4.3	4	-2	0	0.1	-1	6	3
CC(C)(C)OC(=O)N1CCC[C@H]1c1nnc(SCc2ccccc2)o1	-2	2.0	-2	3	-5	0.1	-3	-3	3
COc1ccc(C2CC(=O)C=C(NCc3ccc4c(c3)OCO4)C2)cc1 (stereo not given)	2	0.3	0	-4	-4	-0.1	8	6	6
O=c1[nH]c(CN2CCN(C/C=C/c3ccccc3)CC2)nc2ccccc12	2	-1.4	1	-2	6	0.0	-1	1	-12
COc1ccc(C(C(=O)NCCC(C)C)N(CCO)C(=O)c2snc(C(N)=O)c2N)cc1OC (stereo not given)	-2	2.9	-8	-5	-3	0.0	-1	4	-4
COc1ccc(CCNC(=O)C2CCC(=O)N(C3CC3)C2)c(OC)c1 (stereo not given)	2	0.1	2	-2	-15	0.0	-7	3	14
Cc1ccc(C(=O)OC(C)C(=O)Nc2ccc3c(c2)OCO3)c(O)c1 (stereo not given)	/	2.6	/	0	-7	0.3	/	6	1
Cc1ccc2c(c1)c1nnc(SCC(=O)Nc3ccccc3C(F)(F)F)nc1n2CC(=O)O	-6	-0.6	2	-3	-4	-0.1	4	4	8
O=C(CN1CCN(S(=O)(=O)c2ccc(F)cc2)CC1)N1CCOCC1	1	-6.3	4	-8	0	-0.5	-12	5	20
CCc1ccc(C(C)NC(=O)Cn2cnc3c(=O)n(C)c(=O)n(C)c32)cc1 (stereo not given)	-1	0.8	0	2	1	-0.1	3	5	1
CCOc1ccc(Nc2oc(-c3cccc(Cl)c3)nc2C#N)cc1	2	2.5	1	3	-1	0.0	3	-3	1
Cc1onc(-c2ccccc2)c1C(=O)N1CCN(c2ccccc2F)CC1	-4	2.2	-5	0	2	0.1	3	6	15
Cc1c(C(=O)Nc2cccc(F)c2)cnn1-c1ccccc1	3	-0.3	3	0	-20	0.4	-3	-11	11
Cc1csc(=O)n1CC(=O)OCC(=O)NCc1ccc(Cl)cc1Cl	4	-0.9	-1	-10	6	0.0	1	2	-4
Cc1ccc(S(=O)(=O)N(C)CC(=O)Nc2ccc3c(c2)OCO3)cc1	-5	2.2	-1	-1	-4	0.3	13	1	-11
Cc1ccc(CNC(=O)C2(c3cccs3)CCOCC2)cc1	-1	0.4	1	2	-33	-0.1	-5	3	1
